Polio RdRp inh: inhibitors of poliovirus RNA polymerase binding and polymerization; hit rate 0.66% among 150,000; % elongation, % (compound at 16.7 µg/mL); poliovirus polymerase elongation, fluorescence polarization; stronger effect = lower value; P03300; in the data active = % elongation below about 90%; also: some results filed as inactive read as strong as hits
Target sequence (P03300 1749-2209 limits assumed): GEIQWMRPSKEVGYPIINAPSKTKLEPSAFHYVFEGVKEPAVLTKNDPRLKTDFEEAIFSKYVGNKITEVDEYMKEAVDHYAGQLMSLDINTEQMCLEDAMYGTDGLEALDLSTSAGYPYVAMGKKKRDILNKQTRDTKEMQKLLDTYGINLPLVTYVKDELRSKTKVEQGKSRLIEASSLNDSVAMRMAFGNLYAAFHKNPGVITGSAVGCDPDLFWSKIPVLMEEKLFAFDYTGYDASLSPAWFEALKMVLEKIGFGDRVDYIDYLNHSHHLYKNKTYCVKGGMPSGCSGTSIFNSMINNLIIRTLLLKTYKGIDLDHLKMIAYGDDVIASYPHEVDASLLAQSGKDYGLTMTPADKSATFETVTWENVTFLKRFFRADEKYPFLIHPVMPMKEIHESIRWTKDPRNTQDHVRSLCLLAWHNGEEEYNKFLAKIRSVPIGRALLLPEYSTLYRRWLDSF
Polio RdRp inh FP z-score: further read-out of Polio RdRp inh, marked with its call; z-score; measured here: FP z-score; hits read low
Numbers without * were called inactive; & = joins results of further samples.

Cc1ccc2onc(CNC(=O)N3CCN(Cc4ccc5c(c4)OCO5)CC3)c2c1 was read as Polio RdRp inh 103 and Polio RdRp inh FP z-score 0.6.
CCOC(=O)N1N=C(C)CC1(O)c1ccccc1 (stereo not given) was read as Polio RdRp inh 101 and Polio RdRp inh FP z-score -0.2.
Screening Cn1ncc(Br)c1-c1cccc(NC(=O)COCC(=O)O)c1 returned Polio RdRp inh 100 and Polio RdRp inh FP z-score -0.5.
`CCCNc1nc2ccccn2c(=O)c1/C=C1\SC(=S)NC1=O` gave Polio RdRp inh 121 and Polio RdRp inh FP z-score 4.9.
Screening O=c1c2oc3ccccc3c2n(Cc2ccccc2)c(=O)n1Cc1ccc2c(c1)OCO2 returned Polio RdRp inh 112 and Polio RdRp inh FP z-score 1.1.
For CN(Cc1ccccc1)C(=O)C1CCN(S(=O)(=O)c2ccc3c(c2)CCCC(=O)N3)CC1 the results were Polio RdRp inh 102 and Polio RdRp inh FP z-score 0.3.
`CCS(=O)(=O)N1CC(=O)N(c2ccccc2C)C(C)(C(=O)NC2CCCCC2)C1` (stereo not given) gave Polio RdRp inh 100 and Polio RdRp inh FP z-score -1.2.
Screening O=C(CN1C(=O)CCn2nc(-c3ccccc3)cc21)NCc1ccc(Cl)cc1 returned Polio RdRp inh 98 and Polio RdRp inh FP z-score -2.2.
`Cc1ccc(NC(=O)CN2C(=O)CC(c3ccco3)Sc3ccccc32)cc1Cl` (stereo not given) gave Polio RdRp inh 107 and Polio RdRp inh FP z-score 0.7.
Cc1c(Cl)cccc1NC(=O)Cn1cc(C(=O)c2cccs2)c2ccccc21 was read as Polio RdRp inh 102 and Polio RdRp inh FP z-score -0.4.
O=C(NCc1ccccc1)C1CC=CCC1C(=O)NNc1ncnc2ccccc12 (stereo not given) was read as Polio RdRp inh 100 and Polio RdRp inh FP z-score -0.2.
CCCN1C(=O)/C(=C/C=C2/Oc3ccccc3N2CCC(=O)O)N(CCO)C1=S was read as Polio RdRp inh 68 and Polio RdRp inh FP z-score -5.
`COc1ccc(OCC2c3cc(OC)c(OC)cc3CCN2C(=O)c2c(F)cccc2F)cc1` (stereo not given) gave Polio RdRp inh 107 and Polio RdRp inh FP z-score 0.
For CCOc1ccc(Nc2nc3ccccc3s2)cc1 the results were Polio RdRp inh 101 and Polio RdRp inh FP z-score 0.
Screening O=C(CCN1c2ccccc2Sc2ccccc21)NCCN1CCOCC1 returned Polio RdRp inh 104 and Polio RdRp inh FP z-score 0.
For COn1c(=O)c(=O)n(OC)c2ccccc21 the results were Polio RdRp inh 101 and Polio RdRp inh FP z-score -0.2.
CCc1ccccc1NC(=O)CCCOc1cc(=O)n(C)c2ccccc12 was read as Polio RdRp inh 106 and Polio RdRp inh FP z-score 1.8.
For COc1ccc(S(=O)(=O)NCCc2sc(-c3cccnc3)nc2C)cc1 the results were Polio RdRp inh 100 and Polio RdRp inh FP z-score -1.7.
`COc1ccc(C2(CNC(=O)CCC(=O)O)CCOCC2)cc1` gave Polio RdRp inh 102 and Polio RdRp inh FP z-score 0.1.
For Cc1cc(C)c(S(=O)(=O)Nc2ccc3oc4c(c3c2)C(=O)CC(C)(C)C4)cc1C the results were Polio RdRp inh 106 and Polio RdRp inh FP z-score -0.8.
`CC(C)N(Cc1ccccc1)S(=O)(=O)c1ccc(F)cc1` gave Polio RdRp inh 101 and Polio RdRp inh FP z-score -0.2.
`Cc1cccc(C)c1Nc1nn2c(=O)c3cc4c(cc3nc2s1)OCO4` gave Polio RdRp inh 108 and Polio RdRp inh FP z-score 0.8.
`CCc1nnc(SCc2cc(C)ccc2C)c2cc3sc(C)cc3n12` gave Polio RdRp inh 106 and Polio RdRp inh FP z-score -0.2.
For CCC(Sc1ncc(S(=O)(=O)c2ccc(Cl)cc2)c(=O)[nH]1)C(=O)Nc1ccc(OC)cc1 (stereo not given) the results were Polio RdRp inh 102 and Polio RdRp inh FP z-score -0.8.
For O=C(CN1C(=O)CCc2cc(S(=O)(=O)N3CCOCC3)ccc21)NCc1ccc(F)cc1 the results were Polio RdRp inh 100 and Polio RdRp inh FP z-score -1.5.
Screening COC(=O)Nc1ccc2c(c1)ncn2C1CCCCC1 returned Polio RdRp inh 108 and Polio RdRp inh FP z-score 0.7.
Screening CCN1C(=O)/C(=C/N(C)c2ccccc2)OC1=S returned Polio RdRp inh 102 and Polio RdRp inh FP z-score 0.2.
For CC(C)NC(=O)CNCc1ccc(N2CCCCC2)cc1 the results were Polio RdRp inh 104 and Polio RdRp inh FP z-score 0.2.
For O=C(O)c1cc(-c2ccccc2)nc2nc(N3CCCCC3)sc12 the results were Polio RdRp inh 100 and Polio RdRp inh FP z-score -0.4.
For COc1cc(-c2noc(-c3ccc(NC4CCCCC4)c([N+](=O)[O-])c3)n2)cc(OC)c1OC the results were Polio RdRp inh 110 and Polio RdRp inh FP z-score 0.5.

Quoted from the entries so far, 13 compounds:
Screening O=C(CCN1c2ccccc2Sc2ccccc21)NCCN1CCOCC1 returned Polio RdRp inh 104 and Polio RdRp inh FP z-score 0.
For COn1c(=O)c(=O)n(OC)c2ccccc21 the results were Polio RdRp inh 101 and Polio RdRp inh FP z-score -0.2.
CCc1ccccc1NC(=O)CCCOc1cc(=O)n(C)c2ccccc12 was read as Polio RdRp inh 106 and Polio RdRp inh FP z-score 1.8.
For COc1ccc(S(=O)(=O)NCCc2sc(-c3cccnc3)nc2C)cc1 the results were Polio RdRp inh 100 and Polio RdRp inh FP z-score -1.7.
`COc1ccc(C2(CNC(=O)CCC(=O)O)CCOCC2)cc1` gave Polio RdRp inh 102 and Polio RdRp inh FP z-score 0.1.
For Cc1cc(C)c(S(=O)(=O)Nc2ccc3oc4c(c3c2)C(=O)CC(C)(C)C4)cc1C the results were Polio RdRp inh 106 and Polio RdRp inh FP z-score -0.8.
`CC(C)N(Cc1ccccc1)S(=O)(=O)c1ccc(F)cc1` gave Polio RdRp inh 101 and Polio RdRp inh FP z-score -0.2.
`Cc1cccc(C)c1Nc1nn2c(=O)c3cc4c(cc3nc2s1)OCO4` gave Polio RdRp inh 108 and Polio RdRp inh FP z-score 0.8.
`CCc1nnc(SCc2cc(C)ccc2C)c2cc3sc(C)cc3n12` gave Polio RdRp inh 106 and Polio RdRp inh FP z-score -0.2.
For CCC(Sc1ncc(S(=O)(=O)c2ccc(Cl)cc2)c(=O)[nH]1)C(=O)Nc1ccc(OC)cc1 (stereo not given) the results were Polio RdRp inh 102 and Polio RdRp inh FP z-score -0.8.
For O=C(CN1C(=O)CCc2cc(S(=O)(=O)N3CCOCC3)ccc21)NCc1ccc(F)cc1 the results were Polio RdRp inh 100 and Polio RdRp inh FP z-score -1.5.
Screening COC(=O)Nc1ccc2c(c1)ncn2C1CCCCC1 returned Polio RdRp inh 108 and Polio RdRp inh FP z-score 0.7.
Screening CCN1C(=O)/C(=C/N(C)c2ccccc2)OC1=S returned Polio RdRp inh 102 and Polio RdRp inh FP z-score 0.2.

Continuation:
Screening CCN(CCCNC(=O)CN1N=C(c2ccccc2)CCC1=O)c1cccc(C)c1 returned Polio RdRp inh 110 and Polio RdRp inh FP z-score 0.
`CCC(=O)N1CCc2cc(Br)cc(S(=O)(=O)CCC(=O)N3CCN(c4cccc(C)c4)C(C)C3)c21` (stereo not given) gave Polio RdRp inh 106 and Polio RdRp inh FP z-score 0.3.
For c1ccc2c(Cc3c[nH]c4ccccc34)c[nH]c2c1 the results were Polio RdRp inh 101&100 and Polio RdRp inh FP z-score 0&0.1.
For COc1ccc(C2CC(=O)N(Cc3ccc(F)cc3)c3ccccc3S2)cc1OC (stereo not given) the results were Polio RdRp inh 110 and Polio RdRp inh FP z-score 1.6.
For Cc1ccc(CN(Cc2ccco2)C(=O)c2ccc(Cl)cc2Cl)cc1 the results were Polio RdRp inh 107 and Polio RdRp inh FP z-score 0.1.
For CCSc1nc(-c2ccccc2)c(C#N)c(=O)[nH]1 the results were Polio RdRp inh 100 and Polio RdRp inh FP z-score -0.2.
`COC(=O)c1cc(Br)ccc1OC(=O)/C=C/c1ccccc1` gave Polio RdRp inh 108 and Polio RdRp inh FP z-score 0.3.
For COc1ccc2[nH]cc(CCNC(=O)Nc3ccccc3)c2c1 the results were Polio RdRp inh 105 and Polio RdRp inh FP z-score -0.3.
`Clc1nc2ccccc2c(N2CCCCC2)c1CNC1CC1` gave Polio RdRp inh 104 and Polio RdRp inh FP z-score 0.8.
`CCC[n+]1ccc(-c2c[nH]c3ccccc23)cc1` gave Polio RdRp inh 106 and Polio RdRp inh FP z-score 0.2.
COc1ccc(Cl)cc1NC(=O)c1cc(=O)c2cc(C)cc(C)c2o1 was read as Polio RdRp inh 112 and Polio RdRp inh FP z-score 0.8.
CCOC(=O)CCCn1ncn2c(cc3sc(CC)cc32)c1=O was read as Polio RdRp inh 98 and Polio RdRp inh FP z-score -1.7.
`CC(Sc1nnc(-c2cccc(Br)c2)n1C)C(=O)NC1CC1` (stereo not given) gave Polio RdRp inh 100 and Polio RdRp inh FP z-score -0.2.
For CC1CC(Nc2ccccc2)c2ccccc2N1C(=O)c1ccccc1F (stereo not given) the results were Polio RdRp inh 103 and Polio RdRp inh FP z-score 0.4.
`CCOC(=O)CC(NC(=O)Cn1nnc(-c2ccc(C(F)(F)F)cc2)n1)c1ccccc1Cl` (stereo not given) gave Polio RdRp inh 97 and Polio RdRp inh FP z-score -1.2.
Screening CCOC(=O)Cc1n[nH]c(=S)n1C1CCCCC1 returned Polio RdRp inh 103 and Polio RdRp inh FP z-score 0.3.
For CCOc1ccc(N2C(=O)c3n[nH]c(-c4cccs4)c3C2c2cccc(F)c2)cc1 (stereo not given) the results were Polio RdRp inh 106 and Polio RdRp inh FP z-score 0.4.
Screening O=C(NCCc1csc2nc(-c3ccccc3F)nn12)C(=O)Nc1cc(F)ccc1F returned Polio RdRp inh 111 and Polio RdRp inh FP z-score 1.2.
`Cc1ccc(Cn2c(C(=O)O)c(CNCc3ccc(OC(C)C)cc3)c3ccc(C)cc32)cc1` gave Polio RdRp inh 109 and Polio RdRp inh FP z-score 0.4.
For CCOC(=O)c1c(/C=C/N(C)C)oc2ccc(O)cc12 the results were Polio RdRp inh 83 and Polio RdRp inh FP z-score -3.7.
`O=C(O)/C=C/C(=O)Nc1ccc(C(F)(F)F)cc1` gave Polio RdRp inh 101 and Polio RdRp inh FP z-score 0.
Screening CC(C)c1ccc(CNC(=O)c2ccc(N3CCCC3)c(NC(=O)NCc3ccc(F)cc3)c2)cc1 returned Polio RdRp inh 107 and Polio RdRp inh FP z-score 0.1.
CC(C)NC(=O)c1ccccc1N(Cc1ccccc1)S(C)(=O)=O was read as Polio RdRp inh 102 and Polio RdRp inh FP z-score 0.1.
N#CC1(NC(=O)CN2CCCCC2c2nc3ccccc3s2)CCCC1 (stereo not given) was read as Polio RdRp inh 101 and Polio RdRp inh FP z-score 0.1.
`CC(Sc1nnc(N)s1)C(=O)Nc1ccc(N2CCOCC2)cc1` (stereo not given) gave Polio RdRp inh 103 and Polio RdRp inh FP z-score 0.1.
`CCn1nnc2cc(C(=O)Nc3cccc(Cl)c3)ccc21` gave Polio RdRp inh 112 and Polio RdRp inh FP z-score 1.
For CSc1ccc(/C=C/C(=O)Nc2ccc(-n3cnnn3)cc2)cc1 the results were Polio RdRp inh 108 and Polio RdRp inh FP z-score 0.8.
For Cc1ccc(C)c(NC(=O)Cn2c(=O)n(Cc3cccs3)c(=O)c3cccnc32)c1 the results were Polio RdRp inh 103 and Polio RdRp inh FP z-score -0.4.
Screening Cn1c2ccccc2c2cnn(CC(=O)NCCCN3CCN(c4ccccc4F)CC3)c(=O)c21 returned Polio RdRp inh 105 and Polio RdRp inh FP z-score -0.3.
`CCOc1ccc(CC(=O)NCC(c2ccc(OC)cc2)N2CCOCC2)cc1` (stereo not given) gave Polio RdRp inh 109 and Polio RdRp inh FP z-score -0.1.
`CCNC(=O)CC1C(=O)N(c2ccccc2)C(=O)N1CCOC` (stereo not given) gave Polio RdRp inh 101 and Polio RdRp inh FP z-score 0.
CNC(=O)c1ccc(Nc2nnc(-c3ccc(C)c(S(=O)(=O)N4CCCCC4)c3)c3ccccc23)cc1 was read as Polio RdRp inh 101 and Polio RdRp inh FP z-score -0.5.
`CC(=O)Nc1ccc(C(=O)COc2ccccc2O)cc1` gave Polio RdRp inh 101 and Polio RdRp inh FP z-score -0.4.
For Cc1cccc(CCNS(=O)(=O)c2ccc3c(c2)CCN3C(=O)C2CCC2)c1 the results were Polio RdRp inh 104 and Polio RdRp inh FP z-score 0.9.
Screening Cn1c(CSCC(=O)Nc2ccccc2)nnc1SCC(=O)c1ccccc1 returned Polio RdRp inh 97 and Polio RdRp inh FP z-score -1.3.
`CCN(Cc1ccccc1)C(=O)CSc1nncn2c1cc1occc12` gave Polio RdRp inh 103 and Polio RdRp inh FP z-score 0.7.
For CCOC(=O)c1cccc(NC(=O)CC(c2cc(OC)c(OC)c(OC)c2)N2Cc3ccccc3C2=O)c1 (stereo not given) the results were Polio RdRp inh 110 and Polio RdRp inh FP z-score 0.6.
For Cc1cc(C)cc(C(=O)Nc2ccc3[nH]c(=O)[nH]c3c2)c1 the results were Polio RdRp inh 102 and Polio RdRp inh FP z-score 0.7.
`Cc1cc(C)c2c(CC(=O)Nc3c(C(=O)Nc4cccc(Cl)c4)oc4ccccc34)coc2c1` gave Polio RdRp inh 102 and Polio RdRp inh FP z-score 0.
Cc1ccc(NC(=O)Cn2nc(-c3ccc(F)cc3)c3cnc4ccc(C)cc4c32)cc1 was read as Polio RdRp inh 112 and Polio RdRp inh FP z-score 1.3.
COC(=O)C1C(=O)C=C(Nc2ccc(F)cc2)CC1c1ccccc1 (stereo not given) was read as Polio RdRp inh 102 and Polio RdRp inh FP z-score -0.3.
For COc1ccc(Cl)cc1S(=O)(=O)Nc1ccc2c(c1)COC2=O the results were Polio RdRp inh 105 and Polio RdRp inh FP z-score 1.4.
`CC(=O)c1cccc(-n2c(=O)c3c4c(sc3n(CC(=O)c3ccc(Cl)cc3)c2=O)CN(C(C)=O)CC4)c1` gave Polio RdRp inh 107 and Polio RdRp inh FP z-score 0.7.
For CCC1=[N+](CC(=O)c2ccccc2)CCn2cccc21 the results were Polio RdRp inh 103 and Polio RdRp inh FP z-score 0.6.

Compound activity as filed in PubChem BioAssay.

These rows are one share of the data, so the mix of outcomes need not match the whole.
